TLR9-MyD88 block: inhibitors of TLR9-MyD88 association in cells, primary screen, cell-based, CHO, BLA complementation, fluorescence | Toll-like receptor 9 (Homo sapiens) + Myeloid differentiation primary response protein … | CCF4 FRET ratio | inhibition, % at 4.98 µM | 340,000 compounds, 0.21% hits;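 active = inhibition above the mean over all tested compounds plus 3 SD, cut at about 21% in these data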;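 note: 0% = DMSO only wells and 100% = clavulanate BLA inhibitor control wells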
NOD2-RIPK2 inh: NOD2-RIPK2 binding disruptors in cells, primary screen, fluorescence, CHO cells, BLA complementation | Receptor-interacting serine/threonine-protein kinase 2 (Homo sapiens), O43353 | CCF4 ratio | inhibition, % at 4.98 µM | 360,000 compounds, 0.38% hits | AID 624267, 2012; in the data active = inhibition above about 21%;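 note: 0% = vehicle only and 100% = reference blocker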
SRC1 inh: SRC1 coactivator transcriptional activity inhibitors, primary screen, cell-based, luminescence; inhibition, % at 3.6 µM; HEK293 GAL4-SRC1 luciferase reporter; 360,000 compounds, 0.12% hits; AID 588354, 2011;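 active = inhibition above the campaign mean plus 3 SD, with each screening campaign given its own cutoff, cut at about 60% in these data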;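 note: 0% = DMSO treated cells and 100% = gossypol at 36 µM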
LMP1 NFkB inh: EBV LMP1-driven NF-kappaB luciferase reporter inhibitors, primary screen, cell-based, luminescence, single point. LMP1-induced NF-kappaB luciferase reporter cells. inhibition, % at 12.5 µM. 350,000 compounds, 0.69% hits. AID 504558, 2011; in the data active = inhibition above about 41%;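 note: 0% = neutral control wells and 100% = reference inhibitor control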
LRH-1 inv ag: LRH-1 (NR5A2) inverse agonists, primary screen, cell-based, luminescence, HEK293T, StAR-luciferase reporter; 360,000 compounds, 0.13% hits; Nuclear receptor subfamily 5 group A member 2 (Homo sapiens), O00482; LRH-1 transfected, 24 h; inhibition, % at 3.6 µM;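 active = inhibition above the mean inhibition of all tested compounds plus 3 SD, cut at about 73% in these data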;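 note: 0% = DMSO wells and 100% = reporter-only cells lacking LRH-1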
SRC3 inh: SRC3 coactivator transcriptional activity inhibitors, primary screen, cell-based, luminescence; Nuclear receptor coactivator 3 (Homo sapiens), Q9Y6Q9; HEK293 GAL4-SRC3 luciferase reporter; inhibition, % at 3.6 µM; 360,000 compounds, 0.17% hits; AID 588352, 2011;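 active = inhibition above a per-campaign cutoff, the mean of all compounds plus 3 SD, cut at about 60% in these data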;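 note: 0% = DMSO-treated cells and 100% = gossypol-treated cells at 36 µM; higher means less SRC3-driven luciferase light from the GAL4 reporter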
Target sequence (Q9Y6Q9 whole entry, looked up, the tested form may be a part): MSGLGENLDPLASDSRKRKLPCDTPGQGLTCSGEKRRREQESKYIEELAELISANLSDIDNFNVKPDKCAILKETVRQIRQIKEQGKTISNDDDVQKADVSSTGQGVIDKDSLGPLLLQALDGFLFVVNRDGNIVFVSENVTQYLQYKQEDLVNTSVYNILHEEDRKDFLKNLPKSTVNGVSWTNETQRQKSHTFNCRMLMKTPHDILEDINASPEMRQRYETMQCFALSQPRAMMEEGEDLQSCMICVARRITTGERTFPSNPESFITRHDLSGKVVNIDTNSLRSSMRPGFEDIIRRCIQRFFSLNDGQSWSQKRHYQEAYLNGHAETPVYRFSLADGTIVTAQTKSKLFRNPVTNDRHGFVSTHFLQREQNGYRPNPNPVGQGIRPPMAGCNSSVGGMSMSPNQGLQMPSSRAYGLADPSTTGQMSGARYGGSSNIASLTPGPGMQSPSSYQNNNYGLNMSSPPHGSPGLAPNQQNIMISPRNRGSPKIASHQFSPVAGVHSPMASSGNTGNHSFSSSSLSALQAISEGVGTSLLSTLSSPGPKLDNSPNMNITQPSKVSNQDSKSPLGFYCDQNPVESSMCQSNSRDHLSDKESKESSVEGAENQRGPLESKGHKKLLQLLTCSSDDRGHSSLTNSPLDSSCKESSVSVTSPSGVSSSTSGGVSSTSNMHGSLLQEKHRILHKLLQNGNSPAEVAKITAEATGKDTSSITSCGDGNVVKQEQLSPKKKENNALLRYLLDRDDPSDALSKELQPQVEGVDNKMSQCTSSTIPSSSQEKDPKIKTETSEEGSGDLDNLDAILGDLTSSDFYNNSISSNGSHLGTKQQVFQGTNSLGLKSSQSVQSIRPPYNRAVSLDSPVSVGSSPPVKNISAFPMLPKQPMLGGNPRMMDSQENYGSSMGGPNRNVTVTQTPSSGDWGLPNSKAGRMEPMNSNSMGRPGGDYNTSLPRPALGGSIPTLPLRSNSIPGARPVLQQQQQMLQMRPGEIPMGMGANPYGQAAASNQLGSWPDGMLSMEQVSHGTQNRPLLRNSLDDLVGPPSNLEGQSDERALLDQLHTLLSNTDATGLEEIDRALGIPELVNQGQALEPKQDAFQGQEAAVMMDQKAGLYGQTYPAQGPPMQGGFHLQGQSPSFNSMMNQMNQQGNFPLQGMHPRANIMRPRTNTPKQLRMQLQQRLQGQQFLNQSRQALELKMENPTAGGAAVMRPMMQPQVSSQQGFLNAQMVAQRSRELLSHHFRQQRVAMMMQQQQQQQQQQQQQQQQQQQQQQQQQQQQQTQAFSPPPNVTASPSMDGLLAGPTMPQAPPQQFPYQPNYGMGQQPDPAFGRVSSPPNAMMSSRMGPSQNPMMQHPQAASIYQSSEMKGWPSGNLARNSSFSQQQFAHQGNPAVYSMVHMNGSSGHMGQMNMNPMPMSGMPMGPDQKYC
NCOA2 inhibitor: inhibition of GAL4-SRC2 driven luciferase reporter, primary screen, SRC2 inhibitor project, cell-based, luminescence; Nuclear receptor coactivator 2 (Homo sapiens), Q15596; HEK293 GAL4-SRC2 luciferase reporter; inhibition, % at 9 µM; 370,000 compounds, 0.17% hits;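 active = inhibition above the mean inhibition of all tested compounds plus 3 SD, set per campaign, cut at about 52% in these data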;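 note: 0% = DMSO treated cells and 100% = cells given Gossypol at 36 µM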
TWEAK-Fn14 inh: inhibitors of TWEAK-Fn14 signaling, primary screen, luciferase reporter cells, uHTS; TWEAK-stimulated Fn14 reporter cells, luciferase luminescence, 8 h; inhibition, % at 10 µM; 360,000 compounds, 2% hits; AID 1159606, 2016; in the data active = inhibition above about 50%
NR2F2 inh: NR2F2 transcriptional activity inhibitors, primary screen, cell-based, luciferase reporter, HEK293T, luminescence | HEK293T NGFI-A luciferase reporter | 370,000 compounds, 0.7% hits | inhibition, % at 8.6 µM;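 active = inhibition above a per-plate cutoff, mean inhibition of test wells between control levels plus 3 SD, cut at about 38% in these data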;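 note: cells cotransfected with COUP-TFII expression vector driving the NGFI-A reporter; 0% = median of COUP-TF2 test wells and 100% = reporter-only cells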
TRAIL sens C8: viability loss with TRAIL in NB7+C8 cells, primary screen, TRAIL sensitizer project, cell-based, ATPlite luminescence; AID 624354, 2012; 360,000 compounds, 1% hits; inhibition (viability loss, TRAIL sensitization), % at 10 µM;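 active = compounds causing at least 50% loss of cell viability in the single-dose screen, relative to plate controls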
TROY NFkB inh: inhibitors of TROY-driven NF-kB signaling, primary screen, Q293 LMP1-TROYcd cells, NF-kB luciferase, uHTS | inhibition, % at 10 µM | Q293 LMP1-TROYcd NF-kB luciferase reporter, 4 h | AID 1347056, 2019 | 360,000 compounds, 0.98% hits;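 active = compounds whose plate-normalised and pattern-corrected inhibition of the luciferase reporter signal at the single screening dose is 50% or more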
Numbers without * were called inactive; x = no result given. This is a subset, so the mix of outcomes need not match the whole.

1) CC(=O)c1cc(C)ccc1OC(=O)c1ccncc1
2) Cc1cc(Cl)c2oc(C(=O)N3CCN(c4ccncc4)CC3)c(C)c2c1
3) N/C(=N\OC(=O)/C=C/c1ccccc1)c1ccncc1
4) CCOC(=O)c1cnc2ccccc2c1NCc1ccco1
5) COc1cc(OC)cc(-c2cn[nH]c2N)c1
6) CCn1cc(CN2CCc3c([nH]c4ccccc34)C2c2cccc(OC)c2)c(C)n1 (stereo unspecified)
7) CC(=O)Nc1ccc2c(c1)nc(CN1CCCC1)n2C
8) Cc1ccc(-c2nc3cc(NC(=O)C(C)C)ccc3o2)cc1

screen / no.,1,2,3,4,5,6,7,8
TLR9-MyD88 block,11,3,7,-5,-2,x,0,7
NOD2-RIPK2 inh,3,20,2,-4,0,-10,-12,0
SRC1 inh,10,4,-40,-8,-5,-16,-12,-114
LMP1 NFkB inh,3,-21,-27,5,-11,-4,-6,-21
LRH-1 inv ag,-2,-17,-50,-20,-9,7,2,-192
SRC3 inh,2,-6,-54,-5,18,6,-30,-44
NCOA2 inhibitor,15,-8,-23,-11,5,-16,1,-33
TWEAK-Fn14 inh,20,-1,-12,-4,-9,-9,-18,61*
NR2F2 inh,2,-6,-38,-9,-5,8,-15,-42
TRAIL sens C8,2,16,-8,3,-5,-9,-26,46
TROY NFkB inh,19,-6,-21,-39,1,-17,2,53*

9) CCc1nnc(SCc2ccc([N+](=O)[O-])cc2)nc1CC
10) Cc1cc(C(=O)CCl)c(C)n1CC1COc2ccccc2O1 (stereo unspecified)
11) Fc1ccc(Cn2c(-c3cscn3)nc3ccccc32)c(Cl)c1
12) Cn1cnnc1SCC(=O)NC1CCCC1
13) O=C(C[n+]1cccc2ccccc21)c1ccc(NC(=O)c2ccccc2)cc1
14) COc1ccc(-n2c(=O)[nH]cc(C(=O)N3CCCc4ccccc43)c2=O)cc1
15) CN1C(=O)N2CN(C3CCCCC3)CN3C(=O)N(C)C1C23 (stereo unspecified)
16) COc1ccc2c(c1)CC(N1CCN(C)CC1)c1cc(OC)ccc1S2 (stereo unspecified)

screen / no.,9,10,11,12,13,14,15,16
TLR9-MyD88 block,8,0,1,1,-4,-4,3,4
NOD2-RIPK2 inh,-6,-5,-7,8,-13,5,-4,1
SRC1 inh,3,-41,-21,-71,-20,1,12,8
LMP1 NFkB inh,-3,10,-9,-6,5,-2,2,-11
LRH-1 inv ag,-2,-9,-2,8,15,18,-30,5
SRC3 inh,-2,-11,11,4,7,1,22,22
NCOA2 inhibitor,5,27,-5,35,-19,1,-7,9
TWEAK-Fn14 inh,-25,-4,-24,-2,4,-7,23,3
NR2F2 inh,6,-21,4,-6,-14,0,-2,4
TRAIL sens C8,10,-1,-10,-15,1,-8,-2,4
TROY NFkB inh,-10,11,5,-10,13,-13,13,-30

17) Cc1cc(C)c(NC(=O)COc2cccnc2[N+](=O)[O-])c(C)c1
18) O=C1CC(c2cccc(Cl)c2)C(n2cncn2)C(=O)C1C1NCCc2ccccc21 (stereo unspecified)
19) Nc1cc(-c2ccc(Br)cc2)nn1S(=O)(=O)c1cccc2nsnc12
20) CC(=O)NC(Cc1ccc(F)c(F)c1)C(=O)NC1CCN(C(=O)c2ccc(Cl)cc2)CC1 (stereo unspecified)
21) O=C(CCn1c(=S)[nH]c2ccccc2c1=O)N1CCCCC1
22) CCNc1nc(NCC)nc(N/N=C/c2ccccc2)n1
23) O=C(O)C1CCCCC1C(=O)NC(c1ccccc1)c1ccccc1 (stereo unspecified)
24) O=C1CC(c2ccccc2)n2nc(NC(=O)c3ccccc3)nc2N1 (stereo unspecified)

screen / no.,17,18,19,20,21,22,23,24
TLR9-MyD88 block,-7,-4,2,6,7,-6,1,-1
NOD2-RIPK2 inh,-4,-1,6,6,-11,-14,-1,4
SRC1 inh,-7,-25,-4,2,-15,-1,4,-32
LMP1 NFkB inh,0,-12,0,-10,-3,8,-5,-7
LRH-1 inv ag,-17,-10,1,-3,-14,-11,10,-23
SRC3 inh,2,18,8,14,9,-19,20,13
NCOA2 inhibitor,3,10,-3,-11,-13,1,-18,6
TWEAK-Fn14 inh,-3,-6,16,4,-16,-11,-8,-14
NR2F2 inh,-9,-7,11,2,5,7,34,-1
TRAIL sens C8,0,-16,17,-17,-4,11,-1,-12
TROY NFkB inh,8,-16,10,-11,-31,17,-12,11

25) COc1ccccc1-c1nc2n(n1)C(c1cccs1)C(C(=O)Nc1cccnc1)=C(C)N2 (stereo unspecified)
26) Cc1ncc(CO)c(/C=N/NC(=O)c2cc(Br)ccc2O)c1O
27) Cn1c(CCNC(=O)c2ccccc2)nc2ccccc21
28) O=C(CN1CCCCC1)N1CCN(c2ccccc2)CC1
29) COc1ccc(C(=O)NCc2cc(C)nc3ccccc23)cc1
30) CC(=O)C1=C(C)NC2=C(C(=O)CC(C)(C)C2)C1C (stereo unspecified)
31) COc1ccc(-c2nonc2NC(=O)c2ccco2)cc1OC
32) COc1ccc(NC(=S)Nc2ccccc2OC)c(OC)c1

screen / no.,25,26,27,28,29,30,31,32
TLR9-MyD88 block,3,4,-7,0,-69,8,-8,3
NOD2-RIPK2 inh,-7,0,-7,0,-14,-14,-3,1
SRC1 inh,12,-7,-25,12,18,25,-3,-1
LMP1 NFkB inh,10,-2,-2,-3,9,-6,-4,-1
LRH-1 inv ag,-6,9,-9,1,4,11,5,-14
SRC3 inh,13,9,-6,-5,24,12,16,10
NCOA2 inhibitor,0,13,-6,6,15,14,-36,-31
TWEAK-Fn14 inh,3,-4,-6,9,-1,16,1,-3
NR2F2 inh,-8,0,6,12,12,14,-14,12
TRAIL sens C8,7,38,25,-25,3,-2,-4,0
TROY NFkB inh,11,6,-7,-11,6,25,-14,12

Some of these compounds in order of the LRH-1 inv ag value, smallest number first:
cpd	mol	LRH-1 inv ag
25	COc1ccccc1-c1nc2n(n1)C(c1cccs1)C(C(=O)Nc1cccnc1)=C(C)N2 (stereo unspecified)	-6
28	O=C(CN1CCCCC1)N1CCN(c2ccccc2)CC1	1
30	CC(=O)C1=C(C)NC2=C(C(=O)CC(C)(C)C2)C1C (stereo unspecified)	11

Limited to TLR9-MyD88 block, NR2F2 inh and LMP1 NFkB inh (4 entries from above):
No.	compound	TLR9-MyD88 block	NR2F2 inh	LMP1 NFkB inh
28	O=C(CN1CCCCC1)N1CCN(c2ccccc2)CC1	0	12	-3
29	COc1ccc(C(=O)NCc2cc(C)nc3ccccc23)cc1	-69	12	9
30	CC(=O)C1=C(C)NC2=C(C(=O)CC(C)(C)C2)C1C (stereo unspecified)	8	14	-6
31	COc1ccc(-c2nonc2NC(=O)c2ccco2)cc1OC	-8	-14	-4

Continued.
33) CCOc1ccccc1NC(=O)NNC(=O)c1ccc2ccccc2c1
34) O=C(CCNC(=O)C1CCN(S(=O)(=O)c2ccccc2)CC1)Nc1cccc(C(F)(F)F)c1
35) CCCN(C)C1CN(Cc2cn(Cc3ccc(OC)cc3)nn2)S(=O)(=O)C1 (stereo unspecified)
36) CC(C)N(Cc1nccn1C)C(=O)c1ccc2oc(Cc3ccccc3)nc2c1
37) CC(NC(=O)CNC(=S)N(Cc1ccccc1)Cc1cccnc1)c1ccccc1 (stereo unspecified)
38) COC(C[C@@H]1O[C@H]1C(=O)COCc1ccccc1)OC
39) CCNC(=O)C1CCN(S(=O)(=O)c2ccc(F)cc2)CC1
40) CC(C)N(Cc1nc(-c2ccccc2)no1)C(=O)CN(C)S(=O)(=O)c1ccc(Br)cc1

screen / no.,33,34,35,36,37,38,39,40
TLR9-MyD88 block,-5,1,x,-1,-2,-1,2,-1
NOD2-RIPK2 inh,-5,1,-23,-5,4,0,-9,0
SRC1 inh,-73,-3,x,-5,-26,-11,-12,5
LMP1 NFkB inh,-9,13,x,-1,-9,4,-10,-19
LRH-1 inv ag,5,0,-3,-5,0,6,-13,6
SRC3 inh,-11,-22,x,-15,2,0,6,16
NCOA2 inhibitor,1,-10,-9,27,-13,0,5,-18
TWEAK-Fn14 inh,6,17,13,-2,4,4,-13,8
NR2F2 inh,-5,5,-5,10,7,0,4,8
TRAIL sens C8,14,-4,10,-1,0,2,4,-8
TROY NFkB inh,17,3,-11,-1,16,-22,9,-10

41) Cc1c(C)c(C)c(C(=O)c2ccc(NC(=O)c3ccccc3C(=O)O)cc2)c(C)c1C
42) Cc1cccc(-c2nn(-c3ccccc3)cc2C(=O)NCC(c2cccs2)N2CCOCC2)c1 (stereo unspecified)
43) O=C(Cn1ccnc1[N+](=O)[O-])N(CCO)CCO
44) Clc1ccc(-c2nnc3n2CCCC3)cc1

screen / no.,41,42,43,44
TLR9-MyD88 block,-4,0,-3,7
NOD2-RIPK2 inh,4,4,0,5
SRC1 inh,-13,-3,3,7
LMP1 NFkB inh,5,-9,-8,-3
LRH-1 inv ag,2,2,0,2
SRC3 inh,-22,6,-5,-18
NCOA2 inhibitor,20,7,7,-18
TWEAK-Fn14 inh,21,0,3,10
NR2F2 inh,17,-1,-3,6
TRAIL sens C8,4,-7,1,-1
TROY NFkB inh,-16,-4,-19,-30

High-throughput results from PubChem BioAssay.
